MEX-5 binding – C. elegans MEX-5 TCR-2 RNA binding activity | Q9XUB2 | MEX-5/FITC-TCR2 RNA binding, fluorescence polarization; active compounds read low | activity score (negative = inhibition of binding), % at 10 µM | hit rate 0.38% among 300,000;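 active = inhibition past about -25% in most replicates, and total fluorescence under double the plate's negative control median, limit read from the data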;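 also: 0% = DMSO and -100% = 5 µM competing unlabeled TCR2 RNA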
Target sequence (Q9XUB2 whole entry, looked up): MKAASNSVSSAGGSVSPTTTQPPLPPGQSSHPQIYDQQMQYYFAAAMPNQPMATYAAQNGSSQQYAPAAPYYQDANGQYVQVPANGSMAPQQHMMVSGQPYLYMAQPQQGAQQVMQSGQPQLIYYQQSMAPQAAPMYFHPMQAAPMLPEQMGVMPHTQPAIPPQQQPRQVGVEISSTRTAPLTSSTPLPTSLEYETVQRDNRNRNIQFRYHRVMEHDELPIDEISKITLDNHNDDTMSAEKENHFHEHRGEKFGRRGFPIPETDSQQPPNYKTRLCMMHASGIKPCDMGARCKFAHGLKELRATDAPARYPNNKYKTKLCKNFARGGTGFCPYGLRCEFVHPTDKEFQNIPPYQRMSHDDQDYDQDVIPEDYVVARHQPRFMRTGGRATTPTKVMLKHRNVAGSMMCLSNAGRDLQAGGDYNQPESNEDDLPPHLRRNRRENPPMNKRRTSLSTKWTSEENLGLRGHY
GLD-1 RNA inh – GLD-1-TGE RNA interaction inhibition (C. elegans). purified GLD-1 + fluorescein TGE RNA, fluorescence polarization. inhibition, % at 5.96 µM. hit rate 0.44% among 320,000. AID 2280;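 active = percent inhibition above a per-plate cutoff, the plate mean of test compounds plus 3 SD, cut at about 30% in these data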;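 also: 0% = DMSO wells with GLD-1 and probe and 100% = wells lacking GLD-1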
Target sequence (Q17339 whole entry, looked up): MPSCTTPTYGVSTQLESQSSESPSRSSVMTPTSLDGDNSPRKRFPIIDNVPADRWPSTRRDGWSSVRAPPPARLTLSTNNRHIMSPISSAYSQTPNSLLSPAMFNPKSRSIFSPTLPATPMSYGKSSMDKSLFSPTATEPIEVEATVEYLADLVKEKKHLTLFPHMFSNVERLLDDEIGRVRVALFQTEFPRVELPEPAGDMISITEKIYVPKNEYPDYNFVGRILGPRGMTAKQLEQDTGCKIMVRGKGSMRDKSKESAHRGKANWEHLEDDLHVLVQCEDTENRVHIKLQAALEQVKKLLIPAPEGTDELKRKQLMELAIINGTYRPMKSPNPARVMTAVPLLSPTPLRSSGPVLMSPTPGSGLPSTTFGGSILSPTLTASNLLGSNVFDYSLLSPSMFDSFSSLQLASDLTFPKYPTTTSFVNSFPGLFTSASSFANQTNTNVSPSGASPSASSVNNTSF
BCLXL inh – blocks human Bcl-xL binding to Bim BH3 peptide. Q07817. GST-Bcl-xL / FITC-Bim BH3 peptide fluorescence polarization. inhibition, % at 10.9 µM. hit rate 0.7% among 320,000. AID 2129;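 active = inhibition above the mean of all tested compounds plus 3 SD, cutoff set per campaign, cut at about 30% in these data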;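 also: 0% = DMSO wells and 100% = unlabeled Bim-BH3 peptide competitor; inhibitors lower millipolarization by displacing the labeled peptide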
ZTA counter – counter-screen for EBNA-1 inhibitors: inhibitors of Epstein-Barr virus ZTA | P03206 | ZTA-DNA binding, fluorescence polarization | inhibition, % at 11 µM | hit rate 0.15% among 320,000; in the data active = inhibition above about 33%
MCL1 BIM primary – inhibitors of human MCL1 binding to BIM-BH3 peptide; GST-MCL1 / FITC-Bim-BH3 fluorescence polarization; inhibition, % at 10.9 µM; AID 2057; hit rate 0.68% among 320,000;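 active = inhibition above the mean inhibition of all tested compounds plus 3 SD, set per campaign, cut at about 40% in these data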;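 also: 0% = DMSO wells and 100% = unlabeled Bim-BH3 peptide control; higher means more loss of mP so more displacement of Bim peptide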
Efflux pump mplx – antifungal efflux pump inhibition, Nile Red retention; AID 485275; inhibition, % at 10 µM; S. cerevisiae Candida pump triplex; hit rate 0.44% among 330,000;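 active = plate passing quality check with inhibition over a set limit, or well fluorescence over plate mean plus 4 SD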;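 also: Nile Red retained in pooled yeast measured as flow cytometry median fluorescence; 0% = buffer negative control and 100% = Enniatin B positive control; higher means more Nile Red kept so more efflux inhibition; some compounds called inactive have numbers as strong as hits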
Fam108B counter – blocks mouse Fam108B hydrolase in RBBP9 counter-screen | recombinant Fam108B, FP-Rh probe fluorescence polarization | inhibition, % at 9.51 µM | hit rate 0.33% among 300,000;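 active = inhibition above the screen mean inhibition plus 3 SD, computed separately per campaign, cut at about 18% in these data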;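 also: inhibitors lower polarization as less probe binds the enzyme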
CR mimetic SO – caloric restriction mimetics inhibiting age-related superoxide in yeast | S. cerevisiae aged cells, superoxide DHE fluorescence; active compounds read low | superoxide response (% of plate mean), % at 10 µM | hit rate 0.18% among 330,000 | AID 2690;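 active = superoxide response under a set limit, about three screen SD below normal, cut at about 65% in these data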;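 also: yeast aged for seven days with compound at 30 °C before DHE staining; 100% = average MFI of all compound-treated wells on the plate with controls excluded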
EBNA-1 inhibitor – blocks EBNA-1 binding to DNA; AID 1950; inhibition, % at 14.8 µM; hit rate 0.34% among 300,000; EBNA-1 DNA binding, fluorescence polarization; in the data active = inhibition above about 28%
Active calls of the source: *; . = not tested or not shown.

SMILES	MEX-5 binding	GLD-1 RNA inh	BCLXL inh	ZTA counter	MCL1 BIM primary	Efflux pump mplx	Fam108B counter	CR mimetic SO	EBNA-1 inhibitor
COC(=O)C[C@H]1c2cc(C(F)(F)F)ccc2S(=O)(=O)N1Cc1ccccc1OC	1.5	6	-4	-10	-8	-0.1	2	98	6
Cc1cccc(NC(=O)CN(CC2CCCO2)C(=O)c2oc3ccc(F)cc3c2C)c1C (stereo not drawn)	.	1	-3	-5	-1	-0.2	.	86	.
CC(=O)Nc1ccc(NC(=O)COc2cc(O)c3c(c2)OC(C)(C)CC3=O)cc1	2.1	4	2	-6	2	0.4	-1	129	-6
CC(C)CN(C(=O)CCC(=O)OCC(=O)NCCc1ccccc1)c1c(N)n(CC(C)C)c(=O)[nH]c1=O	0.5	5	-11	0	-13	0.3	5	90	-3
O=C(CSc1nc2ccc(S(=O)(=O)N3CCOCC3)cc2[nH]1)N1CCOCC1	0.1	-6	0	-2	-4	-0.2	9	136	0
COC(=O)CC1=C(C(=O)OC)[C@@H](c2ccccc2[N+](=O)[O-])C(C#N)=C(N)O1	-4.4	0	9	2	12	0.0	-4	111	-1
CC(C)(C)c1ccccc1OCCN1CCCC1	-1.0	0	5	6	4	0.1	2	129	15
CC(=O)Nc1cccc(S(C)(=O)=O)c1	-2.2	-3	-2	2	1	0.6	1	102	1
CSc1ccc(/C=C/C(=O)OCC(=O)NCC2CCCO2)cc1 (stereo not drawn)	.	0	2	-4	0	0.3	.	110	.
CCOC(=O)N1CCN(C(=O)c2cc(COc3ccc(Cl)cc3OC)on2)CC1	-2.8	-3	1	0	-2	0.2	-1	99	-2
CCOC(=O)c1c(NC(=O)c2nn(CC)cc2Br)sc2c1CCCCC2	0.6	3	4	-5	6	-0.1	-4	106	7
COc1ccc(/C(O)=C2/C(=O)C(=O)N(CCN(C)C)C2c2ccccn2)cc1OC (stereo not drawn)	-2.4	3	12	-1	16	0.0	4	98	8
CC(=O)NS(=O)(=O)c1ccc(NC(=O)c2cc(-c3cccs3)nc3ccccc23)cc1	-1.3	-1	2	14	0	0.0	-6	102	4
Cc1cccc(NC(=O)Cn2c(=O)n(CCC(=O)NC3CCCC3)c(=O)c3ccccc32)c1	-1.3	-3	0	12	-1	-0.1	-1	102	-2
COCCN(CC(=O)NCc1ccc(OC)cc1)C(=O)CCC(=O)Nc1nccs1	0.4	-2	-1	-2	-4	0.0	-2	105	-1
NC(=O)c1cc(Br)cc(C2CCCCC2)c1O	-1.7	3	6	-7	13	0.1	-9	100	-4
COc1ccc(NC(=O)CCS(=O)(=O)c2ccc3c(c2)CCN3C(C)=O)cc1	-6.1	-3	4	3	10	0.0	2	76	-8
O=C(CCc1nc2ccccc2s1)OCc1ccccc1	0.1	3	4	6	3	0.1	0	87	-4
COc1ccc(NC2c3ncccc3C(=O)N2Cc2cccs2)cc1 (stereo not drawn)	4.4	5	8	-18	10	0.1	-4	127	-2
O=C(NC1(C(F)(F)F)NC(=O)N(Cc2ccco2)C1=O)c1cccnc1 (stereo not drawn)	-2.0	11	7	3	10	-0.2	4	95	0
O=C(CN1CCCCC1)Nc1cccc([N+](=O)[O-])c1	-1.2	-3	-4	4	2	0.0	-1	109	-14
COc1ccccc1OCCC(=O)OCC(=O)c1c(N)n(C)c(=O)n(C)c1=O	.	-6	-4	-4	6	0.1	-3	101	4
COc1ccc(/C=N/NC(=O)CCc2c(C)n[nH]c2C)cc1OC	1.7	0	2	22	9	-0.1	-1	95	-14
CCN(CC(=O)Nc1ccc(N2CCOCC2)cc1)CC(=O)NC(C)(C)C	-0.8	3	4	1	11	0.1	0	77	0
Cc1ccc(NC(=O)CN(C)C(=O)COC(=O)CNS(=O)(=O)c2ccc(Br)cc2Cl)cc1	-1.7	1	-1	-3	1	-0.6	0	99	7
O=C(Cc1ccc(F)cc1)OCN1C(=O)c2ccccc2C1=O	-2.6	-1	-1	6	-1	0.0	1	104	9
COc1ccc(S(=O)(=O)N2CCOCC2)cc1NC(=O)c1ccc(OCC(C)C)c(OC)c1	.	3	5	3	-4	0.0	.	100	.
C=CCOc1ccc(C2C(C(=O)c3ccco3)=C(O)C(=O)N2c2nnc(C)s2)cc1 (stereo not drawn)	-6.8	21	33*	14	27	-0.1	3	110	6
CS/C(N)=N/N=C/c1cc(Br)cc(Br)c1O	-0.7	8	2	20	9	0.1	1	86	-7
CCOc1ccc(C(CCc2ccccc2)NC(=O)c2ccc(OC)c(OC)c2)cc1OCC (stereo not drawn)	0.9	5	1	-13	2	0.3	-3	97	0
O=C(C1CCCN(S(=O)(=O)c2ccccc2)C1)N1CCCCCC1 (stereo not drawn)	0.5	3	4	2	-2	0.0	5	102	10
O=C(c1ccco1)N1CCN(C(=O)N2CCCC2)CC1	-1.1	0	0	0	6	-0.1	0	91	2
COc1ccc(N(CC(=O)Nc2ccc3c(c2)OCO3)S(=O)(=O)c2ccc(F)cc2)cc1	0.3	-1	6	0	6	-0.1	3	102	2
CN1CCN(CC(=O)Nc2ccc(OCc3ccccc3)cc2)CC1	1.4	8	-1	-3	-3	0.2	-4	121	-10
O=C(Nc1ccc(Cl)cc1)OCc1cn(-c2ccccc2)nn1	1.2	8	-7	4	-16	-0.1	-3	98	-2
CC(=O)Nc1ccc(S(=O)(=O)NNC(=O)COc2ccc(C)cc2)cc1	1.4	1	2	-14	-2	-0.2	-7	101	-8
C/C(Cc1ccccc1)=N\NC(=O)CNC(=O)c1ccccc1	-2.3	7	2	-5	-3	0.2	1	100	1
O=C(O)c1nnn(-c2cc(C(F)(F)F)cc(C(F)(F)F)c2)c1-c1ccccc1	-3.7	0	6	-6	12	0.0	2	87	1
Cc1nn(-c2ccccc2)c(C)c1NC(=O)COC(=O)Cc1ccccc1F	-0.1	-6	-3	-11	-7	0.0	-4	97	3
Cc1nnc(SCCn2c(N3CCCC(C)C3)nc3c2c(=O)n(C)c(=O)n3C)s1 (stereo not drawn)	2.2	3	3	-9	-1	-0.1	0	93	-7

Some of these compounds in order of molar mass, rising.
SMILES	MEX-5 binding	GLD-1 RNA inh	BCLXL inh	ZTA counter	MCL1 BIM primary	Efflux pump mplx	Fam108B counter	CR mimetic SO	EBNA-1 inhibitor
Cc1nn(-c2ccccc2)c(C)c1NC(=O)COC(=O)Cc1ccccc1F	-0.1	-6	-3	-11	-7	0.0	-4	97	3
Cc1nnc(SCCn2c(N3CCCC(C)C3)nc3c2c(=O)n(C)c(=O)n3C)s1 (stereo not drawn)	2.2	3	3	-9	-1	-0.1	0	93	-7
COc1ccc(S(=O)(=O)N2CCOCC2)cc1NC(=O)c1ccc(OCC(C)C)c(OC)c1	.	3	5	3	-4	0.0	.	100	.

The list goes on:
SMILES	MEX-5 binding	GLD-1 RNA inh	BCLXL inh	ZTA counter	MCL1 BIM primary	Efflux pump mplx	Fam108B counter	CR mimetic SO	EBNA-1 inhibitor
COc1cccc(NC(=O)N2CCCC(C(=O)NCc3ccc(F)cc3)C2)c1 (stereo not drawn)	-0.9	4	4	-4	4	-0.1	3	105	3
COc1ccc(C(NCC(=O)NC(C)c2ccc(Cl)cc2)c2ccccc2)cc1 (stereo not drawn)	1.0	-5	7	3	10	-0.1	-1	87	-5
O=C(COc1ncnc2scc(-c3ccc(F)cc3)c12)NCc1ccco1	.	1	-5	3	-12	0.1	-1	101	0
CC[N+](C)(CC)CCC/C(=N/O)C(O)(c1ccccc1)c1ccccc1	1.2	3	-12	-4	-18	0.4	0	97	-5
COC(=O)/C(=C/Nc1ccc(O)cc1)[N+](=O)[O-]	-0.4	21	13	8	16	-0.2	-3	93	5
CCN(CC)Cc1cc2ccccc2c2c1COC2	-0.5	5	5	3	5	-0.1	0	104	-3
Cc1ccc(C)c(C(=O)Cn2ncc(Cl)c(Cl)c2=O)c1	1.7	11	1	-10	1	-0.2	3	102	-3
COc1ccc(NC(=O)CSc2sc3c(O)cc(=O)[nH]c3c2C#N)c(OC)c1	-1.1	2	14	-2	20	0.1	5	103	3
COc1ccccc1CCn1cnc2c3cc(C)ccc3n(C)c2c1=O	.	7	15	16	13	-0.1	-2	105	2
C=CCn1c(N)c(C(=O)NCC2CCCO2)sc1=S (stereo not drawn)	-3.7	5	8	4	10	-0.1	0	99	4
CC(CCc1ccccc1)NC(=O)COc1cc(F)ccc1[N+](=O)[O-] (stereo not drawn)	-0.1	-4	-8	-1	3	0.0	-2	107	-1
c1ccc2oc(SCc3cn4ccsc4n3)nc2c1	1.6	-10	1	14	3	0.0	-3	105	3
Cc1cccc(N(CC(=O)Nc2ccc(-c3nc4ccc(C)cc4s3)cc2)S(C)(=O)=O)c1	-1.7	8	4	11	5	0.1	-12	102	47*
CC(C)=C1C2CCC1C1C(=O)N(NC(=O)COc3ccc(Cl)c(C)c3)C(=O)C21 (stereo not drawn)	-1.1	2	7	11	3	0.0	-7	116	1
CCCN(CC(=O)Nc1ccccc1OC)C(=O)c1ccc(=O)[nH]c1	0.7	4	0	-4	7	-0.1	3	92	0
O=c1/c(=C/c2ccccc2)sc2nnc(-c3cccs3)n12	-1.4	-2	6	0	7	0.1	-1	100	-1
CCC(C)[C@H](NC(=O)OC(C)(C)C)C(=O)NCC1CCC(C(=O)N[C@@H](Cc2ccccc2)C(=O)O)CC1 (stereo partly drawn)	-2.5	2	3	3	2	0.0	4	112	10
COc1cccc(C(=O)Oc2cc(-c3ccccc3)no2)c1	1.9	-4	3	8	3	0.6	5	114	-12
Cc1[nH]c(=O)[nH]c(=O)c1S(=O)(=O)N1CCCC(C(=O)NCCc2ccc(Cl)cc2)C1 (stereo not drawn)	1.3	3	4	13	1	-0.1	2	83	3
COc1ccc(C(=O)NC2CCN(C(=S)Nc3cc(C)cc(C)c3)CC2)cc1	-2.2	-1	1	20	12	0.0	-2	94	-17
Cc1ccc(S(=O)(=O)NC(CC(=O)NC2CCCC2)c2ccco2)cc1 (stereo not drawn)	1.5	-3	4	-1	5	0.2	8	99	-2
CN(C)c1ccc(C=NCCC2(c3ccccc3)CCOC(C)(C)C2)cc1 (stereo not drawn)	1.7	6	3	-7	4	-0.1	2	82	-5
CCOc1ccc(CCNC(=O)Cn2ncn3nc(-c4ccc(OC)cc4)cc3c2=O)cc1OCC	-1.1	-2	-4	-3	-9	-0.1	1	113	3
CC1S/C(=N\N=C\c2cccc([N+](=O)[O-])c2)N(C(C)(C)C)C1=O (stereo not drawn)	2.0	5	3	-8	4	-0.2	0	101	-1
O=C(Nc1ccccc1)N1CCN(C(=O)Nc2ccccc2)CC1	-0.7	3	6	9	1	-0.1	-1	107	5
CCCc1cc2c(cc1NC(=O)c1ccc(C(C)(C)C)cc1)OCO2	-0.3	6	7	8	5	-0.1	-3	89	1
CCc1cc(C(=O)Nc2nnc(C3CC3)s2)sc1C	.	-2	-1	3	-1	-0.1	.	115	.
COc1ccc(OC)c(NC(=O)NNC(=O)COc2ccc(-c3ccccc3)cc2)c1	-0.1	5	14	-2	3	-0.1	2	96	11
COc1ccc(C(=NNc2ccccc2C(=O)O)c2ccc(OC)cc2)cc1	-5.4	-3	12	13	9	0.0	8	100	-4
COc1ccc(-c2csc(NNC3=NCCCCC3)n2)cc1	0.6	-6	10	14	12	0.0	0	102	3
CC(C)Oc1ccc(C2CC(=O)N(c3cccc(C(=O)O)c3)C2=O)cc1 (stereo not drawn)	-0.1	-2	6	-3	0	0.3	1	108	-15
c1ccc2c(c1)CCCN2Cc1nnnn1CC1CCCO1 (stereo not drawn)	-14	107*	162*	-10	196*	0.0	2	104	-1
CCc1nnc(NC(=O)CSc2nnc(COc3ccc(C#N)cc3)n2-c2ccccc2)s1	1.9	4	-7	1	-9	0.2	-5	117	9

Source: PubChem BioAssay (several laboratories)
